High-throughput results from PubChem.
Pf growth 48h – inhibits P. falciparum growth in the first generation, 48 h. hit rate 5.9% among 310,000. P. falciparum luciferase growth in erythrocytes, 48 h. Potency, µM (top dose mostly 28.7 µM), without a hit: at the highest dose activity change, negative = inhibition, actives largely listed as inhibitors; also: potency is read from the fitted curve at half-maximal effect; % is scaled to controls: 0 for no effect and ±100 for the full control effect
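In quantitative HTS format, infected erythrocytes bearing luciferase-reporter parasites were treated for a single generation at 37 C. Luminescence after adding detection reagent served as the growth measure.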
Pf growth 96h – P. falciparum growth inhibition at 96 hours | P. falciparum luciferase reporter growth, 96 h | hit rate 6.9% among 320,000 | Potency, µM (doses to about 28.7 µM), inactives show at the highest dose activity change, negative = inhibition, usual class: inhibitors; also: potency is read from the fitted curve at half-maximal effect; % is scaled to controls: 0 for no effect and ±100 for the full control effect
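Two-generation exposure (96 h) targets delayed-death phenotype. Reporter parasites carrying integrated firefly luciferase, in red cells at 2% hematocrit and 0.05% parasitemia final, kept at 37 C, 5% CO2; luminescence loss indicates inhibition.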
LmPK inh – LmPK (Leishmania mexicana) enzyme inhibition; purified LmPK, Kinase-Glo ATP luminescence, 1 h; hit rate 0.37% among 290,000; AID 1721; Potency, µM (doses to about 57.5 µM), for the others: at the highest dose activity change, negative = inhibition, usual class: inhibitors; also: potency is read from the fitted curve at half-maximal effect; % is scaled to controls: 0 for no effect and ±100 for the full control effect
Target sequence (Q27686 whole entry, looked up): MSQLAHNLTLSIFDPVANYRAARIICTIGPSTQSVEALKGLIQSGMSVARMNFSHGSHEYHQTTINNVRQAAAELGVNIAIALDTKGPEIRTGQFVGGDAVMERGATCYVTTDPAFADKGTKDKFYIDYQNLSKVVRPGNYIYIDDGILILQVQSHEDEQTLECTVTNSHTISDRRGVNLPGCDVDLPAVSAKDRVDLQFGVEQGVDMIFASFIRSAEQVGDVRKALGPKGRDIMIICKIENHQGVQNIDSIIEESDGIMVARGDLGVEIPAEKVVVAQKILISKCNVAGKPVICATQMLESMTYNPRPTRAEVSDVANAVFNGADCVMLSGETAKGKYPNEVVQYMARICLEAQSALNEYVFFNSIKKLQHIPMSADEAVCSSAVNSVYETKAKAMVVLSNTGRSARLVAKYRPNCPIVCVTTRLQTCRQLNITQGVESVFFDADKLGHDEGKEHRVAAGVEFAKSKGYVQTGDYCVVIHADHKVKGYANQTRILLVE
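ATP generated from ADP (0.1 mM) and PEP (0.5 mM) by 0.1 nM LmPK over 1 h at room temperature (pH 7.2 imidazole buffer) was detected by coupled luciferase luminescence. Values were normalized to uninhibited and no-enzyme wells.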
Shiga inhibitor – Shiga toxin inhibition; Vero cells, Shiga toxin protein synthesis inhibition reporter; inhibition, % at 38.7 µM; hit rate 9.2% among 290,000; AID 2315; in the data active = inhibition mostly above about 28%, no sharp cut-off; inactive = mostly below about 43%; also: 0% is about no effect
HCV inh – HCV inhibition | Huh7.5.1 HCVcc-Cre infection, luciferase reporter, 44 h | Potency, µM (top dose mostly 41.8 µM), inactives show at the top dose activity change, negative = inhibition, actives largely listed as inhibitors | hit rate 3.4% among 340,000; also: potency is read from the fitted curve at half-maximal effect; % is scaled to controls: 0 for no effect and ±100 for the full control effect
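HCVcc-Cre virus at an moi near 0.5 was added right after compound to cells cultured 4 h from seeding (1,000 cells/well). Luciferase activity was determined 44 h later, 15 min after substrate addition at RT.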
TbPYK inhibitor – T. brucei pyruvate kinase inhibition; hit rate 0.12% among 410,000; AID 624173; Q57TT1; TbPYK enzyme, Kinase-Glo Plus ATP luminescence, 45 min; Potency, µM (titrated, usually from 76.8 µM), inactives show at the highest dose activity, negative = inhibition, actives largely listed as inhibitors; also: potency is read from the fitted curve at half-maximal effect; % is scaled to controls: 0 for no effect and ±100 for the full control effect; nearly all actives have a fitted effect of over 50% in size
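Readout: single end-point luminescence (Kinase-Glo Plus, 10 min). Reaction conditions were TbPYK/substrate plus 130 uM ADP, 45 min at RT, pH 7.2 TEA buffer. No-enzyme wells served as controls, and data were normalized before concentration-response fitting.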
Cycloheximide cs – counter-screen for Shiga toxin inhibitors: cycloheximide protein synthesis inhibition; cell reporter, cycloheximide protein synthesis inhibition counterscreen; max response, %; hit rate 12% among 300,000; in the data active = max response mostly above about 13%, no sharp cut-off; inactive = mostly below about 14%; also: read at 38.3 µM for the half of the compounds with a filed dose; 0% is about no effect
* = called active by the depositor; u = inconclusive; x = no result given; + = active, no number; & = joins results of further samples; [ ] = dose if it differs, or a comment. Unless noted, calls follow the shape of the dose curve; as a rule, active = well fitted curve in the direction sought with a large enough effect; inconclusive = small, poorly fitted or top-dose-only effect, or another doubt; inactive = no such curve, though single readings can be large; an effect the other way counts as inactive or inconclusive.

No.	SMILES	Pf growth 48h	Pf growth 96h	LmPK inh	Shiga inhibitor	HCV inh	TbPYK inhibitor	Cycloheximide cs
1	COC(=O)c1c(C(=O)OC)c(-c2cccc(C)c2)n2c1CS(=O)C2 (configuration not stated)	17%	21%	0%	-10	15%	4%	-13
2	O=C(NCc1cccnc1)c1nc(-c2ccc(C(F)(F)F)cc2)no1	-4%[5.75 µM]	11%	2%	-6	u	3%	-2
3	COc1ccc(C(NC(=O)/C=C/c2ccco2)c2ccc(OC)c(OC)c2)cc1 (configuration not stated)	-27%	u	-2%	85*	1%	-11%	42*
4	CCn1ccnc1CN(C)C(=O)C1CCC(=O)N(Cc2cccc(F)c2)C1 (configuration not stated)	20%	u	-1%	16	4%	0%	-6
5	COc1cccc(/C=N/NC(=O)CCC(=O)Nc2ccc(Br)cc2)c1	8%	10%	13%	-12	-17%	0%	-1
6	CN(C)S(=O)(=O)c1ccc(C(=O)Nc2nnc(-c3cccs3)o2)cc1	13µM*	u	3%	16	u	3%	19*
7	CC(=O)N1CCOc2ccc(S(=O)(=O)N(C)c3ccc(C)cc3)cc21	-5%	62%[activator]	-5%	18	10%	-8%	-6
8	Cc1ccc(C(=O)Nc2ncccc2C)cc1S(=O)(=O)N1CCCCC1	u	-17%	x	x	23%	-2%	x
9	O=C(COC(=O)COc1ccccc1[N+](=O)[O-])Nc1ccccc1Br	-9%	3%	-5%	1	19%	3%	3
10	COCCN(C(=O)c1ccccc1Oc1ccccc1)c1c(N)n(CC(C)C)c(=O)[nH]c1=O	-14%	-11%	x	x	1%	3%	x
11	O=C1NC2(CCSC2)C(=O)N1CC(=O)N(Cc1ccccc1)C1CCS(=O)(=O)C1 (configuration not stated)	14%	10%	-10%	22	14%	-2%	-1
12	COc1ccc(C(C(=O)NCc2ccccc2)N(C(=O)c2snc(C(N)=O)c2N)C2CCCC2)cc1 (configuration not stated)	15µM*	67%[activator]	2%	12	-8%	-9%	-2
13	NS(=O)(=O)c1ccc(CCNS(=O)(=O)Cc2ccc(Cl)cc2)cc1	10%	13µM*	1%	-2	9%	-1%	3
14	COc1ccc(-c2[nH]ncc2CN2CCC(OCc3ccccc3)CC2)c(F)c1	5%	u	1%	18	2%	6%	-9
15	COC(C[C@@H]1O[C@@H]1[C@H](O)COCc1ccccc1)OC	39%[activator]	-7%	1%	-5	13%	-1%	-6
16	CCCCC(=O)Nc1ccccc1C(C)C	10%	22%	5%	-2	x	x	-1
17	O=c1nc(N2CCOCC2)nc(N/N=C/c2ccc3c(c2)OCO3)[nH]1	1%	12µM*	-6%	-2	9%	9%	-2
18	O=S1(=O)CCOC[C@H](CC2CCCCC2)N1Cc1ccccc1F	56%[activator]	-8%	6%	2	u	-3%	-4
19	Nc1c(-c2ccccc2)cnn1-c1ccc(C(=O)O)cc1	x	173%[activator]	-3%	88*	-5%	0%	48*
20	CCN(CC)S(=O)(=O)c1ccc(C(=O)NCC2(N3CCOCC3)CCCCC2)cc1	u	u	x	x	8%	6%	x
21	COC(=O)c1c(NC(=O)c2ccco2)sc(C(=O)N(C)C)c1C	-9%	32%[activator]	1%	17	-17%	0%	1
22	Cc1cc(C)c(N(C(=O)c2csnn2)C(C(=O)NC2CCCC2)c2ccncc2)c(C)c1 (configuration not stated)	-55%	-9%	-6%	-4	14%	-1%	-3
23	COc1cccc(CC(=O)N(CCC2=CCCCC2)c2c(N)n(Cc3ccccc3)c(=O)[nH]c2=O)c1	u	-18%	x	x	-17%	1%	x
24	COc1ccc(C(=O)NNC(=S)NC(=O)/C=C/c2cccs2)cc1	191%[activator]	31%[activator]	25µM*	111*	u	-10%	37*
25	C=CCn1cnnc1SCC(=O)NCC1COc2ccccc2O1 (configuration not stated)	u	u	x	x	-2%	-3%	x
26	CCC(C)C(=O)Nc1nccs1 (configuration not stated)	5%	12%	-3%	37	1%	-5%	16*
27	CC(C)(C)c1ccc(C(=O)N/C(=C\c2cccs2)C(=O)NCc2ccco2)cc1	u	8.3µM*	4%	55	-28%	10%	33*
28	COc1ccc(CN2CNc3nc4ccccc4n3C2)cc1	x	-12%	7%	-18	3%	x	-8
29	CS(=O)(=O)N1CCCC(C(=O)NCc2cccs2)C1 (configuration not stated)	-4%	5.9µM*	-5%	16	9%	0%	-1
30	Cn1c(C(=O)N(Cc2ccccc2)Cc2ccccn2)cc2sccc21	-3%	8%	2%	-15	14%	-3%	-3
31	COc1ccc(C2=NN(C(=O)CSc3cn(C)c4ccccc34)C(c3ccc(OC)cc3)C2)cc1 (configuration not stated)	u	u	-3%	-1	u	-17%	-2
32	CCOc1c(OC(C)=O)ccc(/C=C/c2ccc3cccc(OC(C)=O)c3n2)c1[N+](=O)[O-]	6.6µM*	8.3µM*	0%	+	8.9µM*	-20%	43*
33	O=C1CCC(C(=O)N2CCCCO2)CN1Cc1cccc(C(F)(F)F)c1 (configuration not stated)	18%	-3%	-7%	30	13%	10%	30*
34	Cc1cc(NS(=O)(=O)c2ccccc2)n(-c2ccccc2)n1	-7%	23%	-8%	-1	3%	-13%	2
35	CC(C)Oc1ccc(C(CC(=O)O)NC(=O)Cc2ccccc2)cc1 (configuration not stated)	-12%	6%	7%	4	-14%	-9%	-2
36	COc1ccc2oc(C(=O)OCC(=O)Nc3ccccc3OC)c(C)c2c1	2%	54%[activator]	x	x	1%	0%	x
37	c1ccc(OCc2nnc3n2CCCCC3)cc1	15%	38%[activator]	-10%	-8	0%	1%	0
38	Cc1ccc(C(=O)OCC(=O)Nc2sc3c(c2C#N)CCCCC3)cc1NC(=O)c1ccco1	35%[activator]	u	2%	13	19%	-6%	-3
39	COc1ccc(NC(=O)CN2C(=O)COc3ccc(S(=O)(=O)N4CCCCC4)cc32)cc1OC	u	19%	2%	-1	-7%	-2%&-11%	3
40	CCCc1nnc(NC(=O)c2nc(S(=O)(=O)Cc3ccc(C)cc3)ncc2Cl)s1	11%	u	-13%	44*	u	-20%&-3%	30*
41	CCOC(=O)N1CCN(C(=O)Cn2cnc3ccccc3c2=O)CC1	10%	u	1%	1	0%	-1%	5
42	Cc1ccc(NC(=O)c2ccc(N3CCOCC3)c([N+](=O)[O-])c2)cc1S(=O)(=O)N1CCOCC1	u	u	3%	-12	3.5µM*	7%	2
43	Cc1ccc(C)c(S(=O)(=O)N2CCN(C(=O)c3ccc(-n4cncn4)c([N+](=O)[O-])c3)CC2)c1	u	12µM*	x	x	u	0%	x
44	CCNc1nc(-c2ccc(OC(F)F)cc2)c(C)s1	3%	68%[activator]	8%	124*	u	-11%	41*
45	CCOC(=O)C1=C(C)C2C3C(=O)N(c4cc(C)ccc4C)C(=O)C3C1(C)C1C(=O)N(c3cc(C)ccc3C)C(=O)C21 (configuration not stated)	13µM*	u	-4%	-11	1%	1%	1
46	Cc1nc2c(C)cccn2c(=O)c1NC(=O)c1ccc2c(c1)OCO2	5%	4%	x	x	-8%	-3%	x
47	Cc1cc(OC(=O)N(C)C)nc2c1c(C)nn2C	0%	6%	-1%	-6	5%	-2%	-2
48	COc1ccccc1/C=C/C=N/n1c(-c2ccc(Cl)cc2Cl)n[nH]c1=S	u	-1%	0%	13	9%	-21%	1
49	COc1ccc(C(=O)N2CCCC(c3nc(-c4cccs4)no3)C2)cc1OC (configuration not stated)	-6%	36%[activator]	-4%	-10	-28%	3%	1
50	CCC(=O)Nc1ccc(NC(=O)c2ccccc2)nc1	248%[activator]	7%	u	70*	7%	-11%	25*
51	O=C(Nc1sc2c(c1C(=O)O)CCCC2)c1ccccc1Cl	-3%	-22%	5%	x	-21%	-20%	4
52	O=C(NNc1cccc([N+](=O)[O-])c1)/C(=C\c1cccnc1)NC(=O)c1ccccc1	14%	32%[activator]	-2%	19	14%	-5%	-1
53	CN(C(=O)NC1CC(=O)N(c2ccc3c(c2)OCCO3)C1)c1ccccc1 (configuration not stated)	8%	5%	x	x	1%[8.37 µM]	-5%	x
54	O=C(NC(=S)Nc1ccc(S(=O)(=O)Nc2nccs2)cc1)c1cccc(F)c1	3%	46%[activator]	1%	-11	2%	-1%	-2
55	COc1ccccc1-n1cnc2cc(C(=O)NCc3ccco3)ccc21	u	29%	-5%	18	u	-1%	11
56	O=C(NC1CCCCNC1=O)c1ccc(Cl)cc1 (configuration not stated)	x	92%[activator]	13%	26	12%	-1%	11
57	COc1ccccc1CCNC(=O)CSc1nnc2ccc(-c3cccnc3)nn12	u	u	11%	-7	8%	0%	2
58	CCN(CCO)c1ncnc2c1sc1nc(C(C)C)c3c(c12)CC(C)(C)OC3	35%[activator]	0%	2%	-5	-17%	4%	-4
59	CCn1cc(C(=O)O)c(=O)c2cc(F)c(N3CCN(C(=S)NC(=O)c4ccccc4Cl)CC3)cc21	5.2µM*	u	-9%	6	-13%	-1%	-3
60	O=C(Nc1cccc(O)c1)C1CC(c2ccc(Cl)cc2)=NO1 (configuration not stated)	0%	6%	-1%	-2	16%	9%	-3

(list continues)
No.	SMILES	Pf growth 48h	Pf growth 96h	LmPK inh	Shiga inhibitor	HCV inh	TbPYK inhibitor	Cycloheximide cs
61	Cc1cc(C)c(OCC(=O)NCC(C)(C)N2CCOCC2)c(C)c1	u	1%	x	x	5%	-8%	x
62	COc1ccc([N+](=O)[O-])cc1NC(=O)CCN1CCN(c2ccccc2)CC1	11%	-6%	1%	21	-9%	9%	-4
63	NNC(=O)C1CC1c1ccc(Cl)cc1 (configuration not stated)	7%	-22%	0%	11	-14%	-6%	-4
64	O=C(CC1CCCCC1)c1c(O)c2ccccc2oc1=O	2%	-5%	-4%	-14	0%	0%	-1
65	O=C1c2ccccc2C(=O)N1OCc1c(F)cccc1Cl	26%	33%[activator]	0%	17	9%	-3%	22*
66	CCCC1=NN(C(=O)Cc2ccc(OC)cc2)C(O)(C(F)(F)F)C1 (configuration not stated)	-82%	-14%	0%	-12	10%	2%	-7
67	CN1CCN(Cc2cc(=O)oc3cc4c(cc23)CCC4)CC1	x	10%	4%	4	u	-11%	-1
68	O=C(c1ccccc1NS(=O)(=O)c1ccccc1)N1CCCCCC1	-5%	-3%	3%	x	21%	0%	-2
69	CCOc1ccc(/C=C2\SC(=S)N(Nc3ccccc3)C2=O)cc1OC	11%	-5%	0%	32	-25%	-16%	3
70	Cc1cccc(NC(=O)c2nc(S(=O)(=O)Cc3ccccc3)ncc2Cl)c1	23%	37%	-10%	34*	u	-2%	29*
71	CCOc1cc(/C=N/NC(=O)c2cccnc2)ccc1OCC(=O)N(C)C	0%	33%[activator]	12%	5	19%	7%	5

3 entries already listed, ordered by molecular weight, rising.
No.	SMILES	Pf growth 48h	Pf growth 96h	LmPK inh	Shiga inhibitor	HCV inh	TbPYK inhibitor	Cycloheximide cs
26	CCC(C)C(=O)Nc1nccs1 (configuration not stated)	5%	12%	-3%	37	1%	-5%	16*
50	CCC(=O)Nc1ccc(NC(=O)c2ccccc2)nc1	248%[activator]	7%	u	70*	7%	-11%	25*
65	O=C1c2ccccc2C(=O)N1OCc1c(F)cccc1Cl	26%	33%[activator]	0%	17	9%	-3%	22*

Rows were taken by chance; about 24% have a hit in one of these screens.
